# Assay outcomes (PubChem)
# Casp6 inh = human caspase-6 inhibitors, primary screen, biochemical, VEID-R110 fluorescence, single point, set 2. P55212. inhibition, % at 12.5 µM. 0.53% of 350,000 active. AID 686996, 2013. purified caspase-6, Z-VEID-R110 cleavage fluorescence;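 active = mean inhibition across replicates at least about 35%, with every replicate also reaching that limit, limit read from the data; inconclusive = only one of the two criteria met; inactive = neither criterion met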;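 also: 0% = median of neutral control wells and 100% = no fluorescence left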
# Target sequence (P55212 24-179 limits assumed): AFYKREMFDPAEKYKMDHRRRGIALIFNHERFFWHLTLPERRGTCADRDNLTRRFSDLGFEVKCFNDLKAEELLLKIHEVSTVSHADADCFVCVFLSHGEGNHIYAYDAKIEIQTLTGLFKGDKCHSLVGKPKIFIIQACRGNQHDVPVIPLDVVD
# Target sequence (P55212 194-293 limits assumed): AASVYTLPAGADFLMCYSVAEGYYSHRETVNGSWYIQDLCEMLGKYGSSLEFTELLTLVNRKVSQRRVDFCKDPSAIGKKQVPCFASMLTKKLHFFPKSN
# PglD DTNB = C. jejuni PglD acetyltransferase inhibitors, primary screen, biochemical, DTNB colorimetric, single point | purified PglD enzyme, DTNB colorimetric CoA detection | AID 602405, 2012 | 0.098% of 360,000 active | inhibition, % at 12.5 µM | UDP-N-acetylbacillosamine N-acetyltransferase PglD (Campylobacter jejuni); in the data active = inhibition above about 16%, passing the limit was not always enough; inconclusive = no clear call, values can overlap the other calls; also: strong numbers were not always called active
# E-sel inducer = E-selectin induction in HUVECs, primary screen, imaging, HUVEC, immunofluorescence imaging, single point | normalized: neutral wells 0, TNF-alpha wells 100 | activation, % at 7.58 µM | P16581 | 0.37% of 260,000 active;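 active = mean E-selectin-positive cell signal at least 10% of the positive control, reached in at least 60% of replicates, without over 20% cell loss; inconclusive = no rule given, readout overlaps actives, possibly toxicity-flagged; inactive = the rest, including those meeting only one limit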;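 also: in these data hits start at about 27%; measured in HUVEC primary endothelial cells; signal is the percent of cells scored E-selectin positive by PE staining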
#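 assay system = HUVEC, human umbilical vein endothelial cells | input = 3,000 HUVEC seeded per well | medium = EGM-2 growth medium on 0.1% gelatin-coated wells | dosing = one compound dose added by pin transfer | signal = immunofluorescence imaging | read-out basis = % PE-positive cells | control set = TNF-alpha, DMSO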
# RAD54 inh = inhibitors of human RAD54 branch migration, primary screen, biochemical, fluorescence, single point; DNA repair and recombination protein RAD54-like (Homo sapiens), Q92698; RAD54 Holliday junction branch migration, FAM/BHQ fluorescence; inhibition, % at 10.4 µM; 0.14% of 360,000 active;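 active = mean normalized replicate activity at least 40 and at least half of replicates scoring 40 or more; inconclusive = only one of the two criteria met; inactive = mean below 40 and under half of replicates reaching 40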;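 also: 0% = median of neutral control wells and 100% = median of positive control wells; inhibitors cause a drop in the FAM fluorescence signal; in these data hits start at about 50%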
# Target sequence (Q92698 whole entry, looked up): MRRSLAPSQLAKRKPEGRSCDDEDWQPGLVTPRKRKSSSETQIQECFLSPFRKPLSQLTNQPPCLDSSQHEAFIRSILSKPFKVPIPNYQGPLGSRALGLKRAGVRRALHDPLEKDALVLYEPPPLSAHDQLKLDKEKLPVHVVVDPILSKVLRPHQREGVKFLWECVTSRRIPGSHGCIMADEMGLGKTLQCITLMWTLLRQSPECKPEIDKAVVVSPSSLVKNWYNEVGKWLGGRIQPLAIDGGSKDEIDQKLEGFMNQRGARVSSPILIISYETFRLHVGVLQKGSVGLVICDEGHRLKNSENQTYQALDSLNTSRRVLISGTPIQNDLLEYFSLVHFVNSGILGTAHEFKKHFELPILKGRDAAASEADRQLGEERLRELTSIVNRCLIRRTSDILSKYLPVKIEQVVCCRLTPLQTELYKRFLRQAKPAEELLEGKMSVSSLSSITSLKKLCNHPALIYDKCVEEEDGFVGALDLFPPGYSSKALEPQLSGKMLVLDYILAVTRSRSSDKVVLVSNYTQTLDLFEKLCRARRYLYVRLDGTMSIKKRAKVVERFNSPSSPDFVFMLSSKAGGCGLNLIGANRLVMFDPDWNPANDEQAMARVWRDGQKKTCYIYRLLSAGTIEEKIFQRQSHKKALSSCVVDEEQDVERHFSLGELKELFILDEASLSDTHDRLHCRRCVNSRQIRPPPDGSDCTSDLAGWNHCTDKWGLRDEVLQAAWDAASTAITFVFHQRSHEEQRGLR
# ERp5 block = inhibitors of ERp5-driven insulin aggregation, primary screen, biochemical, turbidity, absorbance 650 nm, single point | 90 min | inhibition, % at 9.99 µM | 0.05% of 350,000 active;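 active = mean replicate inhibition above about 25%, with every replicate also reaching it, limit read from the data, passing the limit was not always enough; inconclusive = only one of those two criteria met; inactive = neither criterion met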
# ARNT TACC3 PPI = disruptors of ARNT/TACC3 protein interaction, primary screen, biochemical, AlphaScreen, single concentration; AlphaScreen His-ARNT PAS-B/GST-TACC3 binding, luminescence; TACC3 fragment carries E629A point mutation; 0.66% of 390,000 active; inhibition, % at 9.99 µM; Transforming acidic coiled-coil-containing protein 3 (Homo sapiens), Q9Y6A5;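 active = mean inhibition of replicates at least 50% and at least half of replicates each reaching 50%; inconclusive = half or more replicates reach 50% but mean below 50%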;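 also: 0% = complete ARNT plus TACC3 wells and 100% = ARNT alone without TACC3; many hits fall short of the cut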
# RAD52 anneal inh = RAD52 DNA annealing inhibitors, primary screen, biochemical, FRET, single point, set 2; DNA repair protein RAD52 homolog (Homo sapiens), P43351; recombinant RAD52 DNA annealing, FRET fluorescence; inhibition, % at 18.7 µM; 0.46% of 360,000 active; AID 651710, 2012;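 active = every replicate showing at least 50% inhibition; inconclusive = mean inhibition at least 50% but not in every replicate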
# esBAF inh = Bmi1 luciferase reporter increase in mESCs, primary screen, esBAF inhibitor project, mouse ES cells, Bmi1 luciferase knock-in, single point; reporter increase, % at 12.5 µM; AID 602393, 2012; 24 h; 100% = twice the neutral-well signal; 2% of 350,000 active; in the data active = activation above about 40%; inconclusive = no clear call, values can overlap the other calls;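 also: 0% = median of the plate's neutral control wells and 100% = double that signal; a rise in the Bmi1 reporter signal indicates esBAF inhibition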
# Starred values were filed as active, the others as inactive; ? = inconclusive; . = not tested or not shown; & = joins results of further samples.
Structure,ERp5 block,Casp6 inh,E-sel inducer,esBAF inh,ARNT TACC3 PPI,RAD54 inh,RAD52 anneal inh,PglD DTNB
CCc1ccc(OCC(=O)NC(NC(=S)Nc2ccc(Cl)cc2)C(Cl)(Cl)Cl)cc1 (centres undefined),-1,-2,.,.,-18,.,-1,.
CCOc1ccc(C(c2c(C)n(C)n(-c3ccccc3)c2=O)c2c(C)n(C)n(-c3ccccc3)c2=O)c(O)c1,.,2,.,.,-2,5,-11,-1
COC(=O)c1c(NC(=O)c2ccc(C)cc2)csc1C,-1,6,0.8,.,2,7,-6,7
O=C(O)c1ccc(CNCc2cccc(OCc3ccc(F)cc3)c2)cc1,10,1,-0.1,7,-8,-10,-7,-4
COc1ccc(C(=O)N(Cc2ccco2)Cc2cc3cc(C)ccc3[nH]c2=O)cc1OC,.,.,.,10,-5,-12,.,-10
Cc1ccc(C(=O)N2CCc3ccccc32)cc1NC(=O)c1ccco1,-2,3,2.5,-8,0,-4,-44,6
CCn1cc(C(=O)N2CCN(c3ccccn3)CC2)c2cc(OC)c(OC)cc2c1=O,.,.,.,-9,8,4,.,6
O=C(O)CS(=O)(=O)CC(=O)O,.,.,.,-5,-3,-13,.,4
Cc1ccc(/C=N/NC(=O)Cn2cnc3ccccc32)o1,.,.,.,-7,6,12,.,4
COC(=O)c1scc(C)c1NC(=O)c1cccc(C#N)c1,.,.,.,-7,-8,10,.,-6
Cc1cc(C)n2nc(SCC(=O)Nc3ccc(O)cc3)nc2n1,-4,-1,.,-2,21,11,0,-4
COc1ccc2c3c([nH]c2c1)[C@@H](CO)N(C(=O)Nc1ccccc1F)CC31CN(C(=O)c2ccccc2F)C1,3,5,-0.2,.,.,.,11,.
C[C@H](CO)N1C[C@H](C)[C@@H](CN(C)C(=O)C2CCCCC2)OCCCC[C@H](C)Oc2ccc(NS(=O)(=O)c3cccs3)cc2C1=O,-2,-1,-0.2,-4,.,17,16,6
CC(C)(C)c1ccc(C(=O)Cn2cnnc2C#N)cc1,-1,-4,.,16,-3,0,-6,-7
Cc1ccccc1Cn1ccc(NC(=O)c2onc(C)c2Cl)n1,-1,-5,0.1,15,0,-3,-9,0
CC(C)NC(=O)Nc1ccc2c(c1)C(=O)N([C@H](C)CO)C[C@@H](C)[C@H](CN(C)S(=O)(=O)c1cccs1)OCCCC[C@@H](C)O2,?,1,.,-3,0,-2,-12,5
CC(C)(C)S(=O)(=O)c1ccccc1-c1noc(-c2ccccc2)c1C(N)=O,4,-2,.,.,.,1,-9,3
C[C@H](CO)N1C[C@H](C)[C@H](CN(C)Cc2ccc(C(F)(F)F)cc2)OCCCC[C@H](C)Oc2ccc(NS(=O)(=O)c3ccccc3)cc2C1=O,-2,0,-0.1,-1,13,0,44,-6
O=C(/C=C/c1ccccc1[N+](=O)[O-])OCC(=O)c1ccccc1,3,-19,-1.0,.,6,.,-8,.
CC(C)Sc1sc(C(=O)O)c(-c2ccc(Cl)cc2)c1C#N,-1,2,0.0,-5,-2,.,-22,.
O=S(=O)(Nc1ccc(N2CCOCC2)cc1)c1ccc(F)cc1,1,2,2.2,.,-4,.,-1,.
COCCNC(=O)C[C@H]1C[C@@H]2c3cc(NC(=O)COC)ccc3O[C@@H]2[C@@H](CO)O1,5,2,0.4,7,-3,1,-3,-1
COc1cccc(NC(=O)CN(C)C(=O)c2ccc3ccccc3c2)c1,.,.,.,7,-1,-7,.,-1
CCC(C)Sc1nnc(Cc2cc(=O)[nH]c(=O)[nH]2)n1-c1ccc(OC)cc1 (centres undefined),5,1,.,-2,-2,-5,-13,-4
COc1ccc([N+](=O)[O-])cc1NC(=O)/C=C/C(=O)O,1,1,.,.,1,-3,-6,2
O=C(N[C@H]1CC[C@@H](CCn2cc(C3(O)CCCC3)nn2)O[C@H]1CO)C1CCOCC1,0,2,0.1,-4,-4,4,6,-1
O=C(CNC(=O)c1nc[nH]c1C(=O)NCC(=O)OCc1ccccc1)OCc1ccccc1,1,0,.,-4,-9,3,-2,6
COc1ccc(CN(C)C[C@@H]2Oc3c(NC(=O)c4nc5ccccc5s4)cccc3C(=O)N([C@H](C)CO)C[C@H]2C)cc1,0,1,-0.6,4,21,-1,13,3
O=C(CSc1nnnn1Cc1ccccc1)NCCc1ccccc1,.,.,.,-6,-7,-10,.,-4
CCN(C(=O)COc1ccc(F)cc1Br)c1c(N)n(Cc2ccccc2)c(=O)[nH]c1=O,-8,-2,-0.5,3,-5,4,-12,6
CNC[C@@H]1Oc2cc(C#Cc3ccccc3F)ccc2S(=O)(=O)N([C@H](C)CO)C[C@H]1C,-9,0,0.0,-12,5,2,-15,0
CCOc1ccc(N(CC(=O)N2CCN(Cc3ccccc3)CC2)S(C)(=O)=O)cc1,-9,-2,0.2,6,1,-13,0,0
Cc1cc2c3ccccc3ncn2n1,1,0,-0.1,.,.,.,-14,.
C[C@@H]1CCCCO[C@H](CN(C)Cc2ccncc2)[C@H](C)CN([C@@H](C)CO)C(=O)c2cc(NC(=O)Cc3ccccc3)ccc2O1,1,-2,-0.3,0,-6,2,-3,0
CCC(=O)N1CC2(C1)[C@H](c1ccccc1)[C@H](CO)N2Cc1ccccc1OC,-1,0,0.4,.,.,.,-10,.
O=C1CN(S(=O)(=O)c2ccccc2)C[C@@H]2[C@H](c3ccc(C#Cc4ccccc4)cc3)[C@@H](CO)N12,-3,1,0.3,.,.,.,-27,.
CCOc1ccc(N(CC)C(=O)Cc2c(C(=O)O)n(C)c3ccccc23)cc1,-1,1,0.0,0,-18,-18,-18,3
CCOc1cccc(CN2CCCC(C(=O)Nc3cccc(-n4cccn4)c3)C2)c1 (centres undefined),-13,-2,-4.0,-3,6,0,-27,-4
CCOC(=O)c1ccccc1NC(=O)CSc1nnnn1C,.,.,.,0,0,4,.,3
COc1cccc(C(Nc2ccccn2)c2c(NC(=O)c3ccco3)sc(C)c2C)c1 (centres undefined),-11,-5,-0.1,-2,1,2,-11,1
COc1ccccc1N1CCN(Cc2cc(=O)oc3cc(C)ccc23)CC1,-6,-5,.,-1,.,3,-16,1
CC(=O)c1n[nH]nc1Nc1nc(C)cc(C)n1,.,.,.,-7,-7,-9,.,2
O=C(NC1CC1)C1=C[C@@H](C2CC2)C[C@@H](OCc2ccc(CO)cc2)O1,-1,-2,0.0,11,1,-11,-69,6
CCc1cc[n+](/C(C(=S)Nc2cccc(C)c2)=C(/[O-])c2ccc(C)c([N+](=O)[O-])c2)cc1,6,0,0.0,.,.,.,-16,.
c1ccc(CNn2nnc3ccccc32)cc1,11,14,-0.2,.,.,.,-1,.
Cc1cccn2c(=O)c3cc(C(=O)NCc4cccnc4)c(=N)n(CC4CCCO4)c3nc12 (centres undefined),3,9,.,-5,-7,38,0,-1
CCCN(CCC)CC(C)(C)NS(=O)(=O)c1ccc(Cl)cc1,-7,2,-0.8,-11,-8,.,-6,-1
CCN(CC)S(=O)(=O)c1ccc(N2CCOCC2)c(NC(=O)c2cccc(C#N)c2)c1,3,-1,1.9,8,-14,.,-7,.
CO[C@@H]1CN(C)C(=O)c2ccc(NC(=O)C3CCC3)cc2OC[C@H](C)N(CC2CCCCC2)C[C@H]1C,6&1,2&4,-0.2&-0.4,16,-6,4,3&-21,-1
COc1ccc(N2CC(C(=O)Nc3nnc(SCC(=O)N4CCOCC4)s3)CC2=O)cc1 (centres undefined),4,8,0.3,-7,1,15,-18,0
Nc1nc(-c2ccc3ccccc3c2)c(C2(O)C(=O)Nc3c(Br)cc(F)cc32)s1 (centres undefined),.,.,.,0,4,3,.,-4
CC(C)NC(=O)N1[C@@H](C#N)[C@@H](c2ccc(C#CC3CCCC3)cc2)[C@@H]1CO,-2,-1,0.0,2,2,-36,10,4
Cc1ccc(C)c(N2CCN(C(=S)Nc3ccc4nc(N5CCN(C)CC5)cc(C)c4c3)CC2)c1,1,-25,.,.,1,?,11,-5
O=C(O)/C=C/C(=O)Nc1ccc(Cc2ccc(NC(=O)/C=C/C(=O)O)cc2)cc1,-2,0,-0.2,.,0,.,-25,.
Cc1cc(NS(=O)(=O)c2ccc(N3C(=O)C4C5C=CC(C5)C4C3=O)cc2)nc(C)n1 (centres undefined),-2,32,.,4,3,.,-3,.
O=C(CCC1CCCCC1)Nc1cc(Cl)ccc1N1CCOCC1,3,3,.,-6,-10,2,3,-4
COc1ccc(OCCSc2ncccn2)cc1,.,.,.,?,-3,-2,.,-1
Cc1ccc(S(=O)(=O)NCC(=O)OCc2nnc(-c3ccccc3)o2)cc1C,.,.,.,16,-5,-5,.,4
CCCCOC(=O)N1CCOCCOCCOCC1,0,-1,1.5,.,1,.,11,.
Cc1noc(C)c1NC(=O)N(C)C[C@@H]1Oc2ccc(NS(=O)(=O)c3ccc(F)cc3)cc2CC(=O)N([C@@H](C)CO)C[C@@H]1C,-2,-1,0.2,-1,0,5,1,-1

# (more compounds)
Structure,ERp5 block,Casp6 inh,E-sel inducer,esBAF inh,ARNT TACC3 PPI,RAD54 inh,RAD52 anneal inh,PglD DTNB
O=C(C[C@@H]1C=C[C@H](NC(=O)NC2CCCCC2)[C@H](CO)O1)NCc1ccccc1,-3,-3,0.0,-5,2,5,1,-1
COc1ccc(-c2cc(CCCC(=O)NCCc3ccccc3)no2)cc1,-4,1,.,.,1,6,-9,0
C[C@H](CO)N1C[C@H](C)[C@H](CN(C)C(=O)Nc2ccccc2)Oc2c(NC(=O)c3cnccn3)cccc2C1=O,2,1,-0.2,1,2,3,3,-4
N#CCCN(C(=O)COC(=O)c1ccc2ccccc2n1)c1ccccc1,-4,-1,-0.4,-10,-1,-6,-7,-2
Cc1nc(N)c(C#N)c(-c2cccnc2)c1-c1ccccc1,0,0,0.4,-12,-3,-10,-19,-4
Cc1ccc(S(=O)(=O)CCc2nc3ccccc3s2)cc1C,-8,2,.,10,0,6,-20,6
Nc1nn(S(=O)(=O)c2ccccc2)cc1-c1cccc([N+](=O)[O-])c1,-2,4,-0.9,.,7,.,1,.
CNC[C@H]1OCCCC[C@@H](C)Oc2ccc(NC(=O)Nc3cccc4ccccc34)cc2C(=O)N([C@@H](C)CO)C[C@@H]1C,2,-1,1.6,-9,-5,6,-208,1
CCC(=O)N1CCc2cc(Br)cc(S(=O)(=O)NCCCN(C)Cc3ccccc3)c21,3,-25,-0.1,8,12,6,-10,2
COc1ccc(S(=O)(=O)N2CCCCCC2)cc1NC(=O)CCNC(=O)c1ccc(Cl)cc1,-4,2,0.0,1,.,-3,-29,1
Cc1noc(C)c1NC(=O)Nc1ccc2c(c1)C(=O)N(C)[C@H]1CC[C@@H](CC(=O)N[C@@H]3CCN(Cc4ccccc4)C3)O[C@H]1CO2,-4,0,0.1,1,4,1,1,0
